# Screening results from PubChem.
# FBW7 activator – activators of human E3 ligase FBW7; AlphaScreen FBW7–phospho-cyclin E peptide binding, activator screen; hit rate 0.13% among 650,000; normalized activity (activation), % at 26.1 µM; Q969H0; in the data active = normalized activity above about 1.9%;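 note: purified mutant Fbw7 with reduced substrate affinity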
# TEAD-YAP block – TEAD-YAP interaction inhibition; HEK-TIYL cells, TEAD-Gal4/YAP UAS-luciferase luminescence; inhibition, % at 9.12 µM; hit rate 1.4% among 640,000; in the data active = inhibition above about 32%;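 note: 0% = median of test compound wells and 100% = reference inhibitor wells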
# MITF inh – inhibitors of human MITF | O75030 | AlphaScreen MITF homodimerization, bead proximity signal | inhibition, % at 2.6 µM | hit rate 0.91% among 650,000 | AID 1259374; in the data active = inhibition above about 50%;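 note: 0% = vehicle wells with protein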
# Target sequence (O75030 whole entry, looked up): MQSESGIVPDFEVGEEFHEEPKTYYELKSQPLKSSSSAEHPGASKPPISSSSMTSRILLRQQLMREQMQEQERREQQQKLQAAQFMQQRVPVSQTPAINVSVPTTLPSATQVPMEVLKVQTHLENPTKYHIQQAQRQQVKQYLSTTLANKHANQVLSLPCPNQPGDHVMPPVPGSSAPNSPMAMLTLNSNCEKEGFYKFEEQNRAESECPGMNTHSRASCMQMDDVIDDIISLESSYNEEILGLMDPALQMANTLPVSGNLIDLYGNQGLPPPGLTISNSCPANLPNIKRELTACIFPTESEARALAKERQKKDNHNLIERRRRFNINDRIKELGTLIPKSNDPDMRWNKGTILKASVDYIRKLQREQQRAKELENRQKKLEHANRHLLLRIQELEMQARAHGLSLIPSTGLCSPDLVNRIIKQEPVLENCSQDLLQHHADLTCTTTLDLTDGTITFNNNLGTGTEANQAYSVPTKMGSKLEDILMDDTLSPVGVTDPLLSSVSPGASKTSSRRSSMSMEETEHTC
# GPR151 ag – human GPR151 activation | PathHunter beta-arrestin GPR151 cells, luminescence | activation, % at 11.2 µM | hit rate 1% among 650,000 | AID 1508602; in the data active = activation above about 4.9%;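 note: 0% = median of compound wells and 100% = cells with positive control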
# Target sequence (Q8TDV0 whole entry, looked up): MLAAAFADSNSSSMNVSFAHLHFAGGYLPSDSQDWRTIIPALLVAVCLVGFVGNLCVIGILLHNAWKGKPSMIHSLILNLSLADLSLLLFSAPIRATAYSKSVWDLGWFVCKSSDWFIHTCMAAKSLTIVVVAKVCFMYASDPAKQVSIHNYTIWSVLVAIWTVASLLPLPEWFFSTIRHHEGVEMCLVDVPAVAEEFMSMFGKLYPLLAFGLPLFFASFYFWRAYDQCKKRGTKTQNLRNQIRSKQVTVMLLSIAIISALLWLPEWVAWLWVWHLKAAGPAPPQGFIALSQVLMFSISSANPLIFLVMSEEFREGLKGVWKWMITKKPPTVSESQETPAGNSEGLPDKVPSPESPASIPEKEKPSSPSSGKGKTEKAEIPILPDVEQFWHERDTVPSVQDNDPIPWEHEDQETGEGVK
# The depositor's hits bear a star; . = no result given.
SMILES,FBW7 activator,TEAD-YAP block,MITF inh,GPR151 ag
CC1CCc2c(C(=O)NCCCN3CCCC3)csc2C1 (stereo not drawn),0.0,-2,6,-0.1
CC(C)NC(=O)CCCCCn1c(=S)[nH]c2ccc(Br)cc2c1=O,0.1,-11,-6,-1.4
COc1cccc2cc(C(=O)NCCN(C)C)c(=O)oc12,-0.1,-2,8,0.2
O=C(Nc1ccccc1)C1CCN(S(=O)(=O)c2ccc(Oc3ccccc3)cc2)CC1,-0.4,2,-2,0.4
Cc1cc(C)cc(Oc2coc3cc(OC(=O)C(C)C)ccc3c2=O)c1,0.1,5,-2,0.1
COc1ccccc1N1CCN(c2ccc(Cl)nn2)CC1,0.0,-5,7,0.3
CN(C)C(=O)c1c(NC(=O)c2ccco2)sc2c1CCCCC2,0.1,9,7,-1.1
CC(=O)C1=C(O)C(=O)N(CC(N)=O)C1c1ccc(Br)cc1 (stereo not drawn),-0.1,4,13,-0.3
Cc1nn(C(=O)c2ccccc2Br)c(C)c1Cl,0.1,-10,3,0.1
CCCSCCCNC(=O)CN1C(=O)c2cccnc2Oc2ccc(C)cc21,0.1,6,-7,-1.8
COc1ccc(CSc2ncn[nH]2)cc1[N+](=O)[O-],0.0,0,4,-0.9
O=C(COc1ccc2ccccc2c1)NNC(=O)C(=O)Nc1ccccc1,1.5,3,7,-1.3
Cn1cc(C2=CC(C)(C)NC(C)(C)C2)cc1C1=CC(C)(C)NC(C)(C)C1,0.0,-4,1,2.8
CCCNC(=O)CN1C(=O)c2cccc3cccc1c23,-0.1,-8,3,0.6
CC1(C)CC(=O)C2=C(C1)OC(c1ccc(Br)o1)C(C#N)=C2N (stereo not drawn),-0.1,8,3,1.7
CCCC1CCC(c2ccc(-c3noc(-c4ccc(O)c(F)c4)n3)cc2)CC1 (stereo not drawn),-0.2,7,9,2.6
CCOC(=O)c1sc2nc(SCC(=O)NCc3ccccc3)n(Cc3ccc4c(c3)OCO4)c(=O)c2c1C,0.0,-1,-5,2.0
CC1(C)CC(=O)C2=C(C1)N(c1cccc(F)c1)C(=O)CC2c1cccs1 (stereo not drawn),0.0,3,-6,-1.3
O=C(NCCO)/C(=C\c1ccccc1)NC(=O)c1ccccc1I,-0.2,-2,-8,2.1
COc1ccc(OC)c(S(=O)(=O)Nc2cc([N+](=O)[O-])ccc2C)c1,-0.1,-6,7,-0.8
COc1ccc(N2CCN(CC(=O)Nc3ccc(C)c(Br)c3)CC2)cc1,-0.1,0,4,0.2
CCOc1ccc2nc(SCc3ccc(C)cc3)[nH]c2c1,0.0,-33,-3,0.5
COc1cc([N+](=O)[O-])ccc1NC(=O)CSc1n[nH]c(COc2ccc(Cl)cc2)n1,0.0,5,14,-1.4
COc1ccc(CN2CCNC(=O)C2CC(=O)N2CCCCC2)c(F)c1 (stereo not drawn),-0.1,11,1,0.4
COCCCNC(=O)CN(c1ccccc1C)S(=O)(=O)c1ccccc1,0.0,3,16,-0.5

# Full records as entered above. Order of values: FBW7 activator | TEAD-YAP block | MITF inh | GPR151 ag
# COc1ccc(CSc2ncn[nH]2)cc1[N+](=O)[O-] across the screens: 0.0 | 0 | 4 | -0.9
# CCOC(=O)c1sc2nc(SCC(=O)NCc3ccccc3)n(Cc3ccc4c(c3)OCO4)c(=O)c2c1C across the screens: 0.0 | -1 | -5 | 2.0

# Continued:
SMILES,FBW7 activator,TEAD-YAP block,MITF inh,GPR151 ag
COC(=O)c1cc(S(=O)(=O)NCc2ccc(C)cc2)cn1C,0.1,5,-21,-0.3
C/C(=N\NC(=O)c1ccccn1)c1cccs1,-0.1,65*,12,-5.9
CCCC(c1nnnn1CC1CCCO1)N1CCN(Cc2ccccc2)CC1 (stereo not drawn),-0.1,-7,5,0.0
COc1ccc(C(=O)N/N=C(\C)CC(=O)Nc2cccc(Br)c2)c(OC)c1,-0.1,-52,-4,0.5
Cc1ccc2c(nc3s/c(=C\c4cccc(F)c4)c(=O)n32)c1C,-0.2,5,6,0.4
CN1CCC(N(C)C(=O)c2ccc(-c3ccsc3)nc2N(C)C)CC1,-0.1,4,20,1.5
Brc1ccc(CNCC2CCCO2)cc1 (stereo not drawn),-0.1,2,17,-1.5
COc1cccc(/C=N/NC(=O)C(=O)NC(C)c2ccccc2)c1OC (stereo not drawn),-0.1,-6,-7,0.1
COc1ccc2[nH]c3nc(SCC4CCCO4)nnc3c2c1 (stereo not drawn),-0.1,-54,-8,-1.1
COc1ccc(OC)c(NC(=O)COc2ccc(F)cc2)c1,-0.1,-14,3,-0.6
COc1cc(CN2CCc3nnc(C(C)NC(=O)c4ccccc4C)n3CC2)cc(OC)c1 (stereo not drawn),0.5,-4,8,-1.8
CC(C)(c1ccccc1)c1ccc(OCC(=O)Nc2ccc(S(N)(=O)=O)cc2)cc1,0.8,3,13,-0.7
CCCCCN(C(=O)NC(=O)Nc1ccc(C)cc1)S(C)(=O)=O,-0.1,-14,0,1.5
CC1CCc2cc(F)ccc2N1C(=O)c1ccc(N2CC3CC(C2)c2cccc(=O)n2C3)c(NC(=O)c2cc3ccccc3oc2=O)c1 (stereo not drawn),0.0,1,1,-0.8
Cn1c(=O)oc2cc(S(=O)(=O)Nc3ccc(F)c(Cl)c3)ccc21,0.0,9,2,-1.2
COc1ccc(-c2cn3c(NC(=O)CC4CCOCC4)c(C)nc3cn2)cc1,0.2,1,-4,0.5
CSc1sc(C)cc1C1C(C#N)=C(N)N(c2cccnc2)C2=C1C(=O)CC(C)(C)C2 (stereo not drawn),0.1,6,0,-1.2
Cc1ncc([N+](=O)[O-])n1CCSc1nc2ccccc2o1,-0.2,0,-4,1.7
COCCn1c2ccccc2n2c(=O)n(CC(=O)Nc3ccccc3-c3ccc(C)o3)nc12,0.0,-2,8,1.1
CCOc1ccc(/C=C(/NC(=O)c2cc(OC)c(OC)c(OC)c2)C(=O)O)cc1,-0.1,-1,1,1.3
O=C(Nc1ccc2c([N+](=O)[O-])cccc2c1)c1cncc(Br)c1,0.2,2,12,-0.6
CNc1ccc2nnc(CCNC(=O)c3ccccc3)n2n1,-0.2,-15,0,-1.1
O=C(NC(=S)Nc1ccccc1[N+](=O)[O-])c1ccco1,-0.1,-8,2,-1.0
O=C(COC(=O)c1c(F)cccc1F)Nc1ncc(C(F)(F)F)cc1Cl,0.8,5,5,1.7
COc1ccc(/C=C/c2nc(=O)c(-c3ccccc3)c(C)n2-c2ccccc2)cc1OC,0.1,-6,-3,0.2

# Quoted from the results shown, 12 compounds:
SMILES,FBW7 activator,TEAD-YAP block,MITF inh,GPR151 ag
CC1CCc2cc(F)ccc2N1C(=O)c1ccc(N2CC3CC(C2)c2cccc(=O)n2C3)c(NC(=O)c2cc3ccccc3oc2=O)c1 (stereo not drawn),0.0,1,1,-0.8
Cn1c(=O)oc2cc(S(=O)(=O)Nc3ccc(F)c(Cl)c3)ccc21,0.0,9,2,-1.2
COc1ccc(-c2cn3c(NC(=O)CC4CCOCC4)c(C)nc3cn2)cc1,0.2,1,-4,0.5
CSc1sc(C)cc1C1C(C#N)=C(N)N(c2cccnc2)C2=C1C(=O)CC(C)(C)C2 (stereo not drawn),0.1,6,0,-1.2
Cc1ncc([N+](=O)[O-])n1CCSc1nc2ccccc2o1,-0.2,0,-4,1.7
COCCn1c2ccccc2n2c(=O)n(CC(=O)Nc3ccccc3-c3ccc(C)o3)nc12,0.0,-2,8,1.1
CCOc1ccc(/C=C(/NC(=O)c2cc(OC)c(OC)c(OC)c2)C(=O)O)cc1,-0.1,-1,1,1.3
O=C(Nc1ccc2c([N+](=O)[O-])cccc2c1)c1cncc(Br)c1,0.2,2,12,-0.6
CNc1ccc2nnc(CCNC(=O)c3ccccc3)n2n1,-0.2,-15,0,-1.1
O=C(NC(=S)Nc1ccccc1[N+](=O)[O-])c1ccco1,-0.1,-8,2,-1.0
O=C(COC(=O)c1c(F)cccc1F)Nc1ncc(C(F)(F)F)cc1Cl,0.8,5,5,1.7
COc1ccc(/C=C/c2nc(=O)c(-c3ccccc3)c(C)n2-c2ccccc2)cc1OC,0.1,-6,-3,0.2

# Remaining list, next part.
SMILES,FBW7 activator,TEAD-YAP block,MITF inh,GPR151 ag
COc1ccc(-c2noc(N3CCC(C(=O)N4CCN(C)CC4)CC3)n2)cc1,0.1,-5,14,0.0
CCOCCOC(=O)c1ccc(NC(=O)c2ccc(Cl)cc2)cc1,0.2,-13,6,-0.9
COc1ccc(C2N(c3ccccc3)CCN2c2ccccc2)cc1Br,0.0,-22,-7,-1.3
COc1cc(/C=C/C(=O)NCC2CCCO2)cc(OC)c1OC (stereo not drawn),-0.1,-3,-17,0.0
CC(=O)NCCNc1ccc(N2C(=O)CCC2=O)cc1[N+](=O)[O-],-0.2,-5,3,0.0
COc1cccc(/C=C2/N=C(c3cccc(Cl)c3Cl)OC2=O)c1OC,-0.1,-6,-5,-1.1
Cc1ccccc1C1N2CC3(C(C)C)CN1CC(C(C)C)(C2)C3=O (stereo not drawn),0.5,1,12,1.4
CC1=NNC(=O)C1CC(=O)N/N=C/c1ccc(C)cc1 (stereo not drawn),0.5,9,2,-1.1
c1ccc(OCCNc2nc(Nc3ncccn3)nc3c2ncn3-c2ccccc2)cc1,0.0,1,27,-0.3
CCOC(=O)N1CCN(c2c(N3CCCCCC3)c(=O)c2=O)CC1,0.2,8,21,-0.5
CCOc1ccc(-c2c(C)sc3ncn(CC(=O)N4CCOCC4)c(=O)c23)cc1,-0.2,13,7,-0.4
CCN(c1cccc(C)c1)S(=O)(=O)c1cccc(C(=O)O)c1,-0.1,-6,0,1.6
CCOc1ccc(-c2cc(C(=O)N/N=C/c3c[nH]c4ccccc34)[nH]n2)cc1,0.0,56*,10,-0.1
S=c1[nH]nc(C(c2ccccc2)c2ccccc2)o1,0.2,3,-9,-0.3
COc1ccc(C2C(C#N)=C(N)OC3=C2C(=O)c2ccccc2C3=O)cc1Br (stereo not drawn),-0.2,-2,5,2.8
O=C(NCCO)c1cccc(N2CCOCC2)n1,0.1,1,-2,-1.8
Cc1ccc(Cl)cc1N1CCN(C(=O)c2cnn3c(C)c(Cc4ccc(Cl)cc4)c(C)nc23)CC1,0.0,0,7,1.0
Cc1cc(=O)oc2cc(OCC(=O)OCC(=O)c3c(N)n(C)c(=O)n(C)c3=O)ccc12,-0.3,-3,-8,-0.4
O=C(Nc1cccc(OC(=O)c2cc(S(=O)(=O)N3CCCCC3)ccc2Cl)c1)c1ccco1,-0.1,-8,-5,0.1
COC(=O)c1ccc(C(=O)OC)c(NC(=O)c2cccs2)c1,0.1,12,8,0.5
COc1ccc(N=Cc2c(O)[nH]c(=O)[nH]c2=O)cc1OC,-0.1,6,5,0.0
C=CCSC(=O)NC(=O)Cc1ccccc1,-0.1,11,-6,-1.3
CCOC(=O)c1c(NC(C)=O)sc2c1CCC(C#N)=C2Cl,-0.1,15,1,1.4
Cc1ccc(S(=O)(=O)N2CCSC2c2ccc([N+](=O)[O-])cc2)cc1[N+](=O)[O-] (stereo not drawn),0.7,12,14,-0.6
CS(=O)(=O)N(CC(=O)NCCSC1CCCCC1)c1cccc(F)c1,0.5,-10,-4,-0.3

# Carrying on.
SMILES,FBW7 activator,TEAD-YAP block,MITF inh,GPR151 ag
COCON1C(=O)CN(C(=O)OC)C1c1ccccc1 (stereo not drawn),0.0,-4,0,0.1
CCOc1ccc(CN2CCC(C(=O)NCCc3ccccc3)CC2)cc1,-0.1,1,37,0.0
COC(=O)[C@H](COC(C)(C)C)NC(=O)OC1C(=O)c2cc(OC)ccc2O[C@H]1c1ccc(OC)c(Br)c1 (stereo partly drawn),0.4,.,-16,2.3
O=C(COC(=O)c1cccc(Oc2ccccc2)c1)NC(=O)Nc1ccc2c(c1)OCCO2,-0.1,8,6,-0.7
COc1cccc(CN2CCN(CC3=NS(=O)(=O)c4ccccc4N3)CC2)c1,0.5,0,20,-1.9
COCCn1nnnc1C(c1ccc(OC)cc1)N1CCN(c2ccccc2)CC1 (stereo not drawn),1.2,10,8,-1.5
CC1=CC=CN2C1=NC(=O)CC2(C)C(=O)N(CC(=O)NC1CCCC1)c1cc(C)cc(C)c1 (stereo not drawn),1.2,-1,-2,1.0
Cc1ccc(NC(=O)Cn2c(=O)n(CC3CCCO3)c(=O)c3ccccc32)cc1 (stereo not drawn),0.0,6,-4,-0.4
COc1ccccc1-n1cnc2nc3c(c(-c4ccccc4)c21)CCCC3,-0.2,-13,1,1.6
CCOP(=O)(OCC)c1nc(-c2ccco2)oc1NCc1cccnc1,-0.1,-4,0,-1.1
COc1ccccc1-n1c(CNC(=O)c2cccs2)n[nH]c1=S,-0.1,-3,0,0.9
CC(C)C(O)c1ccc2c(c1)CN(C(=O)CCn1cccn1)CCO2 (stereo not drawn),0.2,5,5,-1.4
CCOc1ccc(C2NC(=O)NC(C)=C2C(=O)OCC(F)(F)F)cc1 (stereo not drawn),0.1,8,0,2.1
CCCCOc1ccc(C(=O)N/C(=C\c2ccc(Br)cc2)C(=O)Nc2cccc([N+](=O)[O-])c2)cc1,0.6,-12,6,0.3
CCN(CC)C(=O)C1CCCN(c2nc3c(NCCOc4ccccc4)ncnc3n2C(C)C)C1 (stereo not drawn),0.0,-2,-3,2.5
Cn1c(=O)[nH]c(=O)c2c1nc(Sc1nc3ccccc3[nH]1)n2Cc1ccccc1,-0.1,7,-12,3.1
CC(=O)Nc1ccc(S(=O)(=O)NC(=O)C(Cl)Cl)cc1,0.0,5,-10,-0.7
CCOc1cc(-c2ccc(SC)cc2)cc(=O)c2c(C)oc(C)c12,-0.3,26,1,1.1
CCCC(C(=O)NC1CCCC1)N(C(=O)Cn1nnc(-c2ccc(C)o2)n1)C1CCCC1 (stereo not drawn),0.0,6,7,-0.8
CC1CN(C(=O)c2cc3cc(Br)cc(Br)c3oc2=O)CC(C)O1 (stereo not drawn),-0.1,0,9,-0.7
COc1ccc(CC(=O)NCCn2c(C)cc3ccccc32)cc1OC,0.3,11,20,-0.3
O=C1CCCN1CCn1cnc2c(NCCc3ccc(O)cc3)nc(Nc3ccncn3)nc21,-0.3,-15,13,-0.4
